SIRT5 block: inhibitors of human sirtuin-5 desuccinylase; 330,000 compounds, 1.1% hits; Q9NXA8; inhibition, % at 15 µM; Purified SirT5, succinyl-peptide AMC, trypsin-coupled fluorescence; in the data active = inhibition above about 15%
Target sequence (Q9NXA8 whole entry, looked up): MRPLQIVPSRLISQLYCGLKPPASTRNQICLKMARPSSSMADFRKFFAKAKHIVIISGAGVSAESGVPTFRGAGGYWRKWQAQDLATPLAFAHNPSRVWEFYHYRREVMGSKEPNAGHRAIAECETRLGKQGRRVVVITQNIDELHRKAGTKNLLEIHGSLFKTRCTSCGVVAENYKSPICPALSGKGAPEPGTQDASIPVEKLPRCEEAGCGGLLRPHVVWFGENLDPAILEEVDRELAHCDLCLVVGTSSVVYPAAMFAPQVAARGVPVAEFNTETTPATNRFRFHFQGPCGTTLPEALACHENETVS
LGR2 inh: inhibitors of bursicon-induced Drosophila LGR2 receptor cAMP signaling; AID 720647; 380,000 compounds, 0.35% hits; inhibition, % at 9.99 µM; HEK293 LGR2, CRE-luciferase, bursicon-stimulated, 4 h;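 active = drop in luminescence signal, shown as inhibition above about 50% in the replicate tests, limit read from the data, passing the limit was not always enough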;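 note: agonist challenge used bursicon conditioned medium at about half maximal strength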
Statin myotox sup: suppressors of simvastatin-induced myotoxicity in C2C12 myotubes. ATP luminescence, 48 h; scaled: DMSO 0, geranylgeraniol control 100. rescue of ATP level, % at 7.49 µM. 330,000 compounds, 0.78% hits;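 active = mean ATP rescue above about 67%, or every replicate alone reaching that limit, limit read from the data, passing the limit was not always enough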;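 note: myotubes were challenged with 10 µM simvastatin during compound exposure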
S100A4 MyoIIA: blocks human S100A4 binding to myosin IIA peptide. P26447. S100A4/TAMRA-MyoIIA peptide fluorescence polarization. inhibition, % at 10.7 µM. 360,000 compounds, 0.14% hits. AID 652163;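 active = mean inhibition of at least 70% across replicates, with every replicate also reaching that level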
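Assay system: human S100A4 monomer with TAMRA-labelled myosin IIA peptide / Buffer or medium: Calcium-containing HEPES buffer, pH 7.2 / Reagent: TAMRA-labelled myosin IIA heavy-chain peptide probe, 5 nM / Compound: one dose per compound / Timing: polarization read 5 min after assay mix addition, stable 5–60 min / Benchmarks: neutral control DMSO, positive control TFP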
CASP6 VEID inh: blocks human caspase-6 cleavage activity; purified caspase-6, Z-VEID-R110 cleavage fluorescence; inhibition, % at 12.5 µM; 350,000 compounds, 0.53% hits;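 active = mean inhibition across replicates at least about 35%, with every replicate also reaching that limit, limit read from the data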;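 note: 0% = median of neutral control wells and 100% = no fluorescence left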
Target sequence (P55212 24-179 limits assumed): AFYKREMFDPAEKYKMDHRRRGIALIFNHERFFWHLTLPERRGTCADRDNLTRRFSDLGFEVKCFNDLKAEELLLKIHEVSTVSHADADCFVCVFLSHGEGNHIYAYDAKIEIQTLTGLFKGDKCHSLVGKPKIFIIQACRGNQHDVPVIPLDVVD
Target sequence (P55212 194-293 limits assumed): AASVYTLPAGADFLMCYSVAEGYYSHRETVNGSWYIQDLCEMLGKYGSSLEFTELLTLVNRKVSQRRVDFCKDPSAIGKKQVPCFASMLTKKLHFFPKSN
FN deposit inh: fibronectin deposition inhibition; AH1F fibroblasts, Alexa488-fibronectin deposition fluorescence, overnight; inhibition, % at 12.6 µM; 350,000 compounds, 0.086% hits;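 active = mean inhibition across replicates of 30% or more, regardless of how many single replicates reach that level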;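 note: positive control wells lacked labelled fibronectin entirely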
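material = AH1F fibroblast monolayer depositing Alexa488-labelled fibronectin into matrix | amount = 10000 AH1F cells/well | buffer or medium = DMEM plus 2% serum, read in PBS | incubation = 1 h cell adhesion before compound, then overnight fibronectin incubation | detection = fluorescence at 485 nm excitation, 525 nm emission | evaluation = percent inhibition as loss of matrix-bound fibronectin fluorescence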
esBAF inh: SWI/SNF esBAF complex inhibition; mouse ES cells, Bmi1-luciferase knock-in reporter, 24 h; 100% = twice the neutral-well signal; reporter increase, % at 12.5 µM; 350,000 compounds, 2% hits; in the data active = activation above about 40%;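 note: 0% = median of the plate's neutral control wells and 100% = double that signal; a rise in the Bmi1 reporter signal indicates esBAF inhibition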
* hit, by the source's call.

Sample of the layout:
`COc1cc(C(=O)N/N=C/C23CC[C@@H](O)CC2(O)CC[C@@H]2[C@@H]3CCC3(C)C(C4=CC(=O)OC4)CCC23O)ccc1O` (stereo not given in full) gave SIRT5 block -7, LGR2 inh 1, Statin myotox sup -4, S100A4 MyoIIA 10, CASP6 VEID inh -5, FN deposit inh -8 and esBAF inh -4.
For N#Cc1ccc(NC(=S)N2Cc3cc(Br)ccc3-n3nncc3C2)cc1 the results were SIRT5 block -3, LGR2 inh 1, S100A4 MyoIIA -5, CASP6 VEID inh 0 and FN deposit inh 3.
For CCOC(=O)[C@]12Cc3ccccc3[C@H]1N(CCC(=O)OC)C(=O)c1cc(OC)ccc12 the results were SIRT5 block -3, LGR2 inh 31, S100A4 MyoIIA 3 and CASP6 VEID inh 5.
CCOC(=O)C1=C(N)Oc2ccccc2C12C(=O)N(CC(=O)OC)C(CC(=O)OC)=C2C(=O)OC (stereo not given) was read as LGR2 inh 0, Statin myotox sup -9, FN deposit inh -9 and esBAF inh -7.
`O=C1Nc2ccc(Br)cc2C(c2ccccc2Cl)=NC1O` (stereo not given) gave LGR2 inh 29, Statin myotox sup 5, S100A4 MyoIIA 2, CASP6 VEID inh 4 and esBAF inh -4.
Screening CN1[C@@H](CO)[C@@H]2c3ccccc3NC[C@@H]21 returned SIRT5 block 2, LGR2 inh -7, Statin myotox sup 0, S100A4 MyoIIA 1, CASP6 VEID inh -1, FN deposit inh -11 and esBAF inh -8.
c1ccc2c(N3CCNCC3)nsc2c1 was read as SIRT5 block -1, LGR2 inh 3, S100A4 MyoIIA -1 and CASP6 VEID inh 0.
Screening O=C1NC(=O)C(=Cc2ccc(N3CCOCC3)cc2)C(=O)N1 returned SIRT5 block -3, LGR2 inh -5, Statin myotox sup 7, S100A4 MyoIIA 22, CASP6 VEID inh 28 and esBAF inh -3.
ClCCN(CCCl)c1ccc(C=Cc2ccncn2)cc1 was read as SIRT5 block -3, LGR2 inh -23, Statin myotox sup 1, S100A4 MyoIIA -24, CASP6 VEID inh 0, FN deposit inh -3 and esBAF inh 35.

The listing, repeating the preview:
`COc1cc(C(=O)N/N=C/C23CC[C@@H](O)CC2(O)CC[C@@H]2[C@@H]3CCC3(C)C(C4=CC(=O)OC4)CCC23O)ccc1O` (stereo not given in full) gave SIRT5 block -7, LGR2 inh 1, Statin myotox sup -4, S100A4 MyoIIA 10, CASP6 VEID inh -5, FN deposit inh -8 and esBAF inh -4.
For N#Cc1ccc(NC(=S)N2Cc3cc(Br)ccc3-n3nncc3C2)cc1 the results were SIRT5 block -3, LGR2 inh 1, S100A4 MyoIIA -5, CASP6 VEID inh 0 and FN deposit inh 3.
For CCOC(=O)[C@]12Cc3ccccc3[C@H]1N(CCC(=O)OC)C(=O)c1cc(OC)ccc12 the results were SIRT5 block -3, LGR2 inh 31, S100A4 MyoIIA 3 and CASP6 VEID inh 5.
CCOC(=O)C1=C(N)Oc2ccccc2C12C(=O)N(CC(=O)OC)C(CC(=O)OC)=C2C(=O)OC (stereo not given) was read as LGR2 inh 0, Statin myotox sup -9, FN deposit inh -9 and esBAF inh -7.
`O=C1Nc2ccc(Br)cc2C(c2ccccc2Cl)=NC1O` (stereo not given) gave LGR2 inh 29, Statin myotox sup 5, S100A4 MyoIIA 2, CASP6 VEID inh 4 and esBAF inh -4.
Screening CN1[C@@H](CO)[C@@H]2c3ccccc3NC[C@@H]21 returned SIRT5 block 2, LGR2 inh -7, Statin myotox sup 0, S100A4 MyoIIA 1, CASP6 VEID inh -1, FN deposit inh -11 and esBAF inh -8.
c1ccc2c(N3CCNCC3)nsc2c1 was read as SIRT5 block -1, LGR2 inh 3, S100A4 MyoIIA -1 and CASP6 VEID inh 0.
Screening O=C1NC(=O)C(=Cc2ccc(N3CCOCC3)cc2)C(=O)N1 returned SIRT5 block -3, LGR2 inh -5, Statin myotox sup 7, S100A4 MyoIIA 22, CASP6 VEID inh 28 and esBAF inh -3.
ClCCN(CCCl)c1ccc(C=Cc2ccncn2)cc1 was read as SIRT5 block -3, LGR2 inh -23, Statin myotox sup 1, S100A4 MyoIIA -24, CASP6 VEID inh 0, FN deposit inh -3 and esBAF inh 35.
CCC(c1nnnn1C(C)(C)C)N1CCC2(CC1)C(=O)NCN2c1ccccc1 (stereo not given) was read as SIRT5 block 1, LGR2 inh 3, Statin myotox sup -13, S100A4 MyoIIA -3, CASP6 VEID inh 3, FN deposit inh -9 and esBAF inh -1.
Screening CCOP(=S)(OCC)Oc1cc(C)oc(=O)c1Cl returned SIRT5 block 1, LGR2 inh 5, S100A4 MyoIIA 0, CASP6 VEID inh 5 and FN deposit inh -4.
`COC(=O)C1=C(c2cccc(OCc3ccccc3)c2)C[C@@H]2CC[C@H]1N2C(=O)NCCc1ccc(F)cc1` gave SIRT5 block -20, LGR2 inh 7, Statin myotox sup 15, S100A4 MyoIIA 1, CASP6 VEID inh -2, FN deposit inh -5 and esBAF inh 5.
For CN(C)S(=O)(=O)c1cc(C(=O)N2CCC(C(=O)O)(c3ccccc3)CC2)ccc1Cl the results were SIRT5 block -3, LGR2 inh -5, Statin myotox sup 2, S100A4 MyoIIA 3, CASP6 VEID inh 1, FN deposit inh 0 and esBAF inh -1.
For Cc1cc(=O)[nH]c(SCc2nc3ccccc3c(=O)n2-c2ccccc2C)n1 the results were SIRT5 block -4, LGR2 inh -1, S100A4 MyoIIA 7, CASP6 VEID inh 1 and FN deposit inh -14.
CCC1(CCO)C(=O)NC(=S)NC1=O was read as SIRT5 block 15, LGR2 inh -24, Statin myotox sup -4, S100A4 MyoIIA 0, CASP6 VEID inh -3, FN deposit inh 2 and esBAF inh -2.
Screening O=C(Cc1ccccc1)N1CCN(Cc2c[nH]c3ccccc23)CC1 returned Statin myotox sup 12, FN deposit inh 0 and esBAF inh 2.
Screening O=c1[nH]c2ccccc2n1C1CCN(C(c2ccccc2OC(F)(F)F)c2nnnn2Cc2ccccc2)CC1 (stereo not given) returned SIRT5 block 3, LGR2 inh 61*, Statin myotox sup 8, S100A4 MyoIIA -2, CASP6 VEID inh -2, FN deposit inh 7 and esBAF inh -2.

Screens (PubChem BioAssay)

The list is partial; rates above refer to the full screens.
